# Source: PubChem
# HT1080-NT tox: kills 2HG-producing HT-1080-NT fibrosarcoma cells | HT-1080-NT fibrosarcoma viability, CellTiter-Glo ATP luminescence, 48 h | Potency, µM (top dose mostly 46.1 µM), for inactives: top-dose activity, negative = less viability, usual class: cytotoxic | 360,000 tested, 1.6% active | AID 686970;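 also: NT is the 2HG producing partner of a matched IDH1 knockdown line; potency is read from the fitted curve at half-maximal effect; 0% = DMSO-treated cells and -100% = media-only wells without cells; nearly all actives have a fitted effect of over 55% in size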
#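 HT-1080-NT; 750 cells/well; 5% FBS RPMI; 48 h compound, 37 degrees C; CellTiter-Glo luminescence; curve fitting and curve-class assignment.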
# KB-3-1 tox: kills parental KB-3-1 adenocarcinoma cells | KB-3-1 viability, CellTiter-Glo ATP luminescence, 72 h | Potency, µM (top dose mostly 46.1 µM), without a hit: at the highest dose activity change, negative = cytotoxic, hits mostly cytotoxic | 400,000 tested, 1.4% active | AID 1347075; also: potency is read from the fitted curve at half-maximal effect; % is scaled to controls: 0 for no effect and ±100 for the full control effect; nearly all actives have a fitted effect of over 60% in size
#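 Multi-concentration cytotoxicity screen in KB-3-1 cells grown in DMEM lacking phenol red with 10% FBS. After 72 h at 37 °C with compound, ATP-dependent luminescence was recorded.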
# MCF10A rereplic: induces DNA re-replication in MCF 10a normal breast cells | 350,000 tested, 2.9% active | Potency, µM (top dose mostly 46.1 µM), for inactives: at the highest dose activity, positive = re-replication, actives largely listed as activators | MCF 10A DNA re-replication, Hoechst nuclear intensity, 48 h | AID 624296; also: potency is read from the fitted curve at half-maximal effect; % of control where 0% means no effect; nearly all actives have a fitted effect of over 50% in size
# HT1080 IDH1KD tx: toxicity to HT-1080 IDH1 knockdown cells (counter line) | HT-1080 IDH1 knockdown viability, ATP luminescence, 48 h | Potency, µM (titrated, usually from 46.1 µM), for the others: at the top dose activity, negative = toxicity, hits mostly cytotoxic | 360,000 tested, 2% active;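 also: potency is read from the fitted curve at half-maximal effect; 0% = DMSO wells and -100% = cell-free medium wells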
#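 CellTiter-Glo luminescence after 48 h compound exposure at 37 degrees C of IDH1-knockdown HT-1080 cells in 5% FBS RPMI. %Activity scaled between DMSO wells and cell-free media wells, with curves fitted and assigned curve classes.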
# SW480 rerep: DNA re-replication induction in SW480 cells; SW480 DNA re-replication, Hoechst DNA content imaging, 48 h; Potency, µM (top dose mostly 46.1 µM), for inactives: at the top dose re-replication activation, most hits filed as activators; 340,000 tested, 1.8% active; AID 624297; also: potency is read from the fitted curve at half-maximal effect; % of control where 0% means no effect; nearly all actives have a fitted effect of over 55% in size
#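 Per well, 250 cells were exposed to pinned compound for 48 hr. Nuclear DNA was visualised with Hoechst (40 min, 37 C) and total object intensity recorded by fluorescence scanning.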
# ATXN viability: reduces viability in counter-screen for ATXN expression inhibitors. S2 cells (HEK-293 line with an ATXN2-luciferase reporter) viability, CellTiter-Fluor protease fluorescence, 24 h. Potency, µM (top dose mostly 56.7 µM), actives largely listed as cytotoxic. 400,000 tested, 0.49% active; also: potency is read from the fitted curve at half-maximal effect; nearly all actives have a fitted effect of over 40% in size
# IL-1B inflam inh: blocks inflammasome-driven IL-1 beta release | THP-1 LPS/ATP IL-1B secretion, AlphaLISA, 16 h; hits give low values | activity change, % at 57.5 µM | 360,000 tested, 4.7% active; in the data active = activity change below about -50%; inconclusive = mostly about -30% to -49%; also: % is scaled to controls: 0 for no effect and ±100 for the full control effect
#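 Secreted IL-1B measured by AlphaLISA bead assay after 16 h compound exposure of THP-1 cells; compounds (final up to 57.5 uM) added 1 h before LPS (250 ng/mL) and ATP (1.25 mM) stimulation; lower signal means less secretion.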
# HepG2 tox: kills HepG2 cells in TGF-b inhibitor counter-screen; HepG2 CAGA-GFP viability, ATP luminescence, 18 h; Potency, µM (highest dose often 46.1 µM), inactives show at the highest dose activity change, negative = cytotoxicity, usual class: cytotoxic; 410,000 tested, 0.76% active; AID 588856; also: potency is read from the fitted curve at half-maximal effect; some results filed as inactive show a strong effect at the top dose
#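 HepG2 CAGA-GFP cells (1000/well, DMEM with 1% FBS) received compound, then TGF-beta at 500 pg/mL final, and were incubated 18 hours at 37 degrees C. Viability was read by CellTiter-Glo luminescence. Media-only wells were set as complete cell-killing and DMSO as no toxicity.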
# ATXN2 expr inh: inhibitors of ATXN2 expression. 360,000 tested, 0.72% active. Potency, µM (series often up to 57 µM), without a hit: at the top dose activity change, negative = inhibition, hits mostly inhibitors. HEK-293 ATXN2-luciferase reporter, luminescence, 24 h; also: potency is read from the fitted curve at half-maximal effect; % is scaled to controls: 0 for no effect and ±100 for the full control effect; nearly all actives have a fitted effect of over 55% in size
#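 ATXN2-luciferase reporter cells (luciferase flanked by upstream and downstream ATXN2 gene portions) were treated 24 h at 37 °C with compounds at up to 57 uM. SteadyGlo luminescence gave expression; GF-AFC fluorescence gave viability.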
# * marks the source's active call; other numbers are inactive results; i = inactive; ? = inconclusive; / = no result given; [ ] = dose if it differs, or a comment. Unless noted, calls follow the shape of the dose curve; as a rule, active = well fitted curve in the direction sought with a large enough effect; inconclusive = small, poorly fitted or top-dose-only effect, or another doubt; inactive = no such curve, though single readings can be large; an effect the other way counts as inactive or inconclusive.
SMILES,HT1080-NT tox,KB-3-1 tox,MCF10A rereplic,HT1080 IDH1KD tx,SW480 rerep,ATXN viability,IL-1B inflam inh,HepG2 tox,ATXN2 expr inh
O=C(NCc1cccc(C(F)(F)F)c1)c1cccc(Cl)c1Cl,-4.7%,-17.7%,3.0%,-3.5%,-1.0%,i,-16.7,-11.9%,/
COc1ccc(NC(=O)c2nnn(Cc3ccc(Br)cc3F)c2N)c(OC)c1,/,12.1%,/,/,/,i,/,-34.9%,-6.0%
Cc1ccc(NC(=O)c2ccc(OCc3c(C)noc3C)cc2)nc1,1.5%,-26.8%,3.0%,2.8%,-2.6%,i,-5.5,-12.6%,/
O=c1cnc2ccccc2n1Cc1ccccc1C(F)(F)F,21.7%,0.0%,-4.9%,8.5%,9.8%,i,-13.6,-7.9%,-8.6%
Cc1ccccc1NC(=O)NC1(C(=O)NCC2CCCO2)CCCCC1 (stereo not given),12.6%,-9.3%,?,17.7%,-0.5%,i,-6.9,-0.7%,2.0%
O=C(c1ccncc1)c1ccc(NC(=O)c2cccs2)cc1,16.6%,-2.5%,-9.9%,-0.3%,0.5%,i,18.1,1.8%,-7.3%
CCOC(=O)Nc1ccc(Oc2ccccc2)cc1,-8.3%,20.3%,8.2%,5.9%,0.0%,i,0.1,-29.7%,42.7%[activator]
CCCOc1ccc(N2CC(C(=O)Nc3ccccc3OC)CC2=O)cc1 (stereo not given),7.4%,16.7%,1.4%,10.1%,-1.8%,i,-15.0,0.0%,-2.6%
COc1cccc(NC(=O)/C=C/c2ccco2)c1,-14.0%,-0.6%,16.7%,-15.6%,-6.9%,i,?,-41.4%,/
COc1cccc(CNCCOCCO)c1OC,21.6%,1.2%,-1.4%,12.1%,2.2%,i,5.8,5.8%,-0.1%
Cc1nc(Nc2nc3c(c(=O)[nH]2)CCC3)nc2ccccc12,?,5.8µM*,?,?,-85.4%[inhibitor],i,-77.4*,8.0%,223.8%[activator]
CC(C)(C)C1=NN=C2c3ccccc3C(=O)C21 (stereo not given),-0.7%,3.9%,6.1%,-0.6%,-3.1%,?,10.2,-9.3%,/
COc1cc(COCC(O)CN2C(C)CCCC2C)cc(OC)c1OC (stereo not given),-6.4%,-5.3%,?,-4.8%,31.4%,i,-0.8,2.1%,-3.1%
CC(C)=N/N=C1/NC(=O)C(c2ccc(Cl)cc2)S1 (stereo not given),3.7%,12.7%,8.3%,2.9%,-5.0%,i,0.0,-28.8%,-15.3%
CC1=C(C)CC(C(=O)Nc2ccc3c(c2)OCO3)C(C(=O)O)C1 (stereo not given),2.4%,-1.6%,17.0%,-2.9%,-3.3%,i,20.7,-2.5%,8.1%
Cc1ccc(NC(=O)CN2CCC(NC(=O)c3cccc(F)c3)CC2)cc1C,-2.8%,11.1%,-3.0%,-4.5%,-2.5%,i,-12.7,3.4%,/
CCn1ncc(/C=N\NC(=O)c2cc(-c3ccc(C)cc3C)nc3ccccc23)c1C,?,?,?,?,?,?,0.0,-4.2%,-18.9%
CC(C)=C1Cc2ccccc2C1=O,8.5%,-3.5%,-1.3%,6.5%,-1.5%,?,21.0,1.7%,/
Cc1nc2c(C)cccn2c1/C(O)=C1\C(=O)C(=O)N(CCN(C)C)C1c1ccco1 (stereo not given),0.0%,?,2.2%,0.2%,-4.3%,i,24.4,14.8%,2.0%
O=C(Nc1ccc2c(c1)OCO2)C1Cc2c(-c3ccccc3Oc3ccccc3)ccnc2O1 (stereo not given),?,-5.6%,/,?,/,?,-21.8,-18.0%,?
CCCCN1CNC(=S)N(c2ccccc2OCC)C1,10.5%,-0.3%,-0.5%,10.6%,-134.0%[inhibitor],i,-2.2,14.2%,-1.1%
CC1Cc2ccccc2N1CC(=O)Nc1ccc2c(c1)OCCCO2 (stereo not given),6.7%,15.4%,14.4%,1.0%,-13.7%,i,-29.5,-38.8%,9.9%
CC(C)(C)n1ncc2c(=O)n(CC(=O)c3ccc(Cl)cc3)cnc21,-11.2%,-3.8%,?,-0.3%,0.4%,i,-8.9,-24.9%,69.1%[activator]
C1=C(c2ccccc2)CCN(c2ncnc3nc[nH]c23)C1,10.1%,-0.2%,20.5%,11.5%,-0.4%,i,-26.4,-74.9%,0.2%
Oc1cccc(C=NN=C2c3ccccc3-c3ccccc32)c1,-5.6%,-5.0%,?,-23.5%,-4.8%,i,-18.8,-72.6%,1.7%
# Carrying on:
SMILES,HT1080-NT tox,KB-3-1 tox,MCF10A rereplic,HT1080 IDH1KD tx,SW480 rerep,ATXN viability,IL-1B inflam inh,HepG2 tox,ATXN2 expr inh
CCCCCc1nc2sc3c(c2c(=O)n1N)CCC3,11.0%,0.2%,?,2.1%,-3.3%,?,1.1,-37.7%,2.0%
O=C(NCCN1CCOCC1)c1ccc(=O)n(Cc2ccc(Cl)cc2)c1,16.9%,7.6%,-9.7%,25.2%,-4.6%,i,18.3,-10.9%,-5.8%
Cc1cccc(NC(=O)CSc2ncc3c(n2)-c2cc(Cl)ccc2N(C)S3(=O)=O)c1C,/,1.5%,/,/,/,?,/,-1.8%,-1.4%
COc1cccc(OCCNc2cc(Cl)ccc2[N+](=O)[O-])c1,0.7%,7.2%,-2.9%,2.3%[9.24 µM],-1.8%,i,?,-87.0%,33.8%
CC1(C(=O)O)CCC(C(=O)Nc2ccc(F)cc2)C1(C)C (stereo not given),21.6%,-6.8%,-3.6%,11.8%,-3.7%,i,1.1,18.5%,-2.6%
NC(=S)Nc1cccc(-c2n[nH]c(=S)o2)c1,0.0%,?,0.7%,-5.6%,-12.6%,i,7.9,22.3%,-3.3%
CC(=O)C(/C=N/c1ncc(C(F)(F)F)cc1Cl)=C(\C)O,-2.7%,-16.4%,?,2.8%,?,i,0.0,-29.5%,-5.5%
CC1CN(Cc2cc(=O)[nH]c(C3CC3)n2)CC(C)O1 (stereo not given),4.6%,-2.3%,13.3%,-0.6%,-10.9%,i,22.0,5.9%,2.0%
CCc1cccc(C)c1NC(=O)COC(=O)CC1CCCC1,2.2%,4.3%,14.1%,-3.5%,1.1%,i,0.7,-3.0%,10.1%
O=C(/C=C/c1cc2c(cc1Br)OCO2)NCc1ccc(F)cc1,-21.3%,-2.5%,2.0%,?,-6.3%,i,-10.7,-13.0%,-13.1%
CC(C)(C)C(=O)Nc1ccc(C(=O)COC(=O)c2ccccn2)cc1,4.6%,-3.6%,-6.8%,5.5%,1.0%,i,0.0,0.1%,0.3%
Cc1cc(C)n(-c2cc(N3CCN(S(=O)(=O)c4ccc(C)c(C)c4)CC3)ccc2[N+](=O)[O-])n1,-6.6%,6.8%,-14.1%,-1.7%,13.3%[9.22 µM],?,-2.2,6.2%,0.3%
Cn1cccc1/C=N/n1c(-c2ccccc2)n[nH]c1=S,3.5%,-13.3%,-31.5%[inhibitor],-8.3%,10.9%,i,0.0,-3.0%,-4.9%
CC(C)(C)c1nnc(NS(C)(=O)=O)s1,-19.3%,-7.5%,-8.5%,13.4%,13.8%,i,-11.3,-42.3%,2.6%
COC(=O)[C@@]12CCCN1[C@H](c1ccc(-c3ccc4c(c3)OCO4)c(OC)c1)[C@H]1C(=O)N(C)C(=O)[C@H]12,-1.6%,3.8%,?,4.3%,-4.3%,i,7.0,-5.5%,-5.8%
CC(SCc1ccccc1)C(=O)Nc1ccc(F)cc1 (stereo not given),-4.0%,-5.3%,21.9%,-8.0%,2.9%,i,-18.1,-5.4%,-0.2%
O=c1c(-c2ccccc2)cnc2n1CCS2,15.5%,10.2%,-3.3%,16.9%,-4.0%,i,-10.9,-0.6%,6.4%
CC(=O)c1cc(C#N)c(Oc2cccc(C(F)(F)F)c2)nc1C,-0.3%,10.9%,-2.4%,3.4%,-3.0%,i,-6.2,30.3%,0.0%
N#CCCn1cc(C(=O)O)c(-c2cccs2)n1,13.0%,2.0%,1.9%,9.8%,-7.2%,i,-6.9,-5.5%,/
COc1ccc(C(=O)Nc2ccc(-c3nc4ncccc4o3)cc2)cc1,/,-7.7%,/,/,/,i,/,3.9%,6.8%
CCCCNC(=O)/C(C#N)=C/c1ccc(C(=O)OC)cc1,-14.6%,1.8%,26.0%,18.5%,21.3%,i,13.3,-2.1%,16.6%[11.3 µM]
C[C@H](CO)N1C[C@H](C)[C@H](CN(C)C(=O)c2ccc(N3CCN(C)CC3)cc2)OCc2cnnn2CCCC1=O,17.9%,13.6%,/,10.7%,/,?,-17.9,-9.4%,9.0%
COC(=O)[C@H]1C[C@@H]1[C@H](NC(=O)c1cc(C)on1)c1ccccc1,2.9%,16.7%,-6.7%,2.5%,-2.3%,i,16.4,-10.0%,8.4%
CCCCn1c(N)c(N(CC(C)C)C(=O)CC(NC(=O)c2ccccc2Cl)c2ccccc2)c(=O)[nH]c1=O (stereo not given),-0.3%,-11.4%,/,0.2%,/,i,-29.7,5.5%,/
CC(C(=O)N1CCOCC1)(c1ccccc1)c1ccccc1,4.9%,-0.2%,-4.8%,3.8%,0.3%,i,1.1,-15.9%,-1.5%
COc1ccc(CCNC(=O)c2ccc3c(c2)CCN3S(C)(=O)=O)cc1,/,2.0%,/,/,/,i,/,-13.5%,-5.2%
COCCNc1nc2cc(-c3ccccc3C)sc2c(=O)n1C,-7.4%,0.0%,/,-5.2%,/,i,38.7,0.4%,-10.5%

# A section from the list above, for reference:
SMILES,HT1080-NT tox,KB-3-1 tox,MCF10A rereplic,HT1080 IDH1KD tx,SW480 rerep,ATXN viability,IL-1B inflam inh,HepG2 tox,ATXN2 expr inh
CC(C)(C)c1nnc(NS(C)(=O)=O)s1,-19.3%,-7.5%,-8.5%,13.4%,13.8%,i,-11.3,-42.3%,2.6%
COC(=O)[C@@]12CCCN1[C@H](c1ccc(-c3ccc4c(c3)OCO4)c(OC)c1)[C@H]1C(=O)N(C)C(=O)[C@H]12,-1.6%,3.8%,?,4.3%,-4.3%,i,7.0,-5.5%,-5.8%
CC(SCc1ccccc1)C(=O)Nc1ccc(F)cc1 (stereo not given),-4.0%,-5.3%,21.9%,-8.0%,2.9%,i,-18.1,-5.4%,-0.2%
